Source: PubChem BioAssay (Sanford-Burnham Center for Chemical Genomics)
hIAP activ: human IAP activation | hit rate 0.16% among 330,000 | purified human IAP, CDP-Star luminescence, 30 min; stronger effect = higher value; 1 = vehicle-only enzyme, 0 = enzyme-free background | activation factor at 10 µM | P09923 | AID 2524;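 active means activation factor of the enzyme at least 2-fold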; further: the source names both 10 and 20 µM as test concentration; values of inactives mirror those of a sister screen read the other way
mIAP activ: mouse IAP activation. muIAP, CDP-Star luminescence, 30 min; stronger effect = higher value; 1 = vehicle-only enzyme signal, 0 = enzyme-free wells. hit rate 0.24% among 330,000. activation factor at 10 µM. AID 2805;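 active means activation factor of at least 2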; further: the source names both 10 and 20 µM as test concentration; values of inactives mirror those of a sister screen read the other way
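Assay system: mouse IAP enzyme; Reagent: CDP-Star chemiluminescent phosphatase substrate; Compound: DMSO-dissolved test compounds; Incubation: 30 min, room temperature; Technique: luminescence from enzymatic CDP-Star hydrolysis; Controls: DMSO-only wells and no-enzyme negative control.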
TIM10 inh: growth inhibitors of TIM10 yeast strain | S. cerevisiae TIM10 strain growth, BacTiter-Glo luminescence, 24 h | inhibition, % at 10 µM | hit rate 1.4% among 330,000 | AID 463195;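 active means inhibition of 40% or more at the single tested concentration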;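 further: wild-type TIM10 isogenic control strain grown at permissive 25 °C; 0% = DMSO yeast wells and 100% = minimal medium wells without yeast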
tim10-1 inh: inhibits growth of tim10-1 mutant yeast. S. cerevisiae tim10-1 ts strain growth, BacTiter-Glo, 24 h. inhibition, % at 20 µM. hit rate 2.2% among 330,000. AID 463190;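 active means inhibition of at least 40%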;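 further: mutant grown at 25 °C; 0% = DMSO wells with yeast and 100% = wells holding no yeast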
Apaf-1 inh: blocks human Apaf-1 apoptosome activity | reconstituted apoptosome caspase-3 activity, DEVD-Rh110 fluorescence | inhibition, % at 20 µM | O14727 | hit rate 0.71% among 330,000; active means inhibition of at least 40% at 20 µM;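 further: plate controls were DMSO wells for no effect and DEVD-CHO caspase inhibitor wells for full effect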
Target sequence (O14727 whole entry, looked up): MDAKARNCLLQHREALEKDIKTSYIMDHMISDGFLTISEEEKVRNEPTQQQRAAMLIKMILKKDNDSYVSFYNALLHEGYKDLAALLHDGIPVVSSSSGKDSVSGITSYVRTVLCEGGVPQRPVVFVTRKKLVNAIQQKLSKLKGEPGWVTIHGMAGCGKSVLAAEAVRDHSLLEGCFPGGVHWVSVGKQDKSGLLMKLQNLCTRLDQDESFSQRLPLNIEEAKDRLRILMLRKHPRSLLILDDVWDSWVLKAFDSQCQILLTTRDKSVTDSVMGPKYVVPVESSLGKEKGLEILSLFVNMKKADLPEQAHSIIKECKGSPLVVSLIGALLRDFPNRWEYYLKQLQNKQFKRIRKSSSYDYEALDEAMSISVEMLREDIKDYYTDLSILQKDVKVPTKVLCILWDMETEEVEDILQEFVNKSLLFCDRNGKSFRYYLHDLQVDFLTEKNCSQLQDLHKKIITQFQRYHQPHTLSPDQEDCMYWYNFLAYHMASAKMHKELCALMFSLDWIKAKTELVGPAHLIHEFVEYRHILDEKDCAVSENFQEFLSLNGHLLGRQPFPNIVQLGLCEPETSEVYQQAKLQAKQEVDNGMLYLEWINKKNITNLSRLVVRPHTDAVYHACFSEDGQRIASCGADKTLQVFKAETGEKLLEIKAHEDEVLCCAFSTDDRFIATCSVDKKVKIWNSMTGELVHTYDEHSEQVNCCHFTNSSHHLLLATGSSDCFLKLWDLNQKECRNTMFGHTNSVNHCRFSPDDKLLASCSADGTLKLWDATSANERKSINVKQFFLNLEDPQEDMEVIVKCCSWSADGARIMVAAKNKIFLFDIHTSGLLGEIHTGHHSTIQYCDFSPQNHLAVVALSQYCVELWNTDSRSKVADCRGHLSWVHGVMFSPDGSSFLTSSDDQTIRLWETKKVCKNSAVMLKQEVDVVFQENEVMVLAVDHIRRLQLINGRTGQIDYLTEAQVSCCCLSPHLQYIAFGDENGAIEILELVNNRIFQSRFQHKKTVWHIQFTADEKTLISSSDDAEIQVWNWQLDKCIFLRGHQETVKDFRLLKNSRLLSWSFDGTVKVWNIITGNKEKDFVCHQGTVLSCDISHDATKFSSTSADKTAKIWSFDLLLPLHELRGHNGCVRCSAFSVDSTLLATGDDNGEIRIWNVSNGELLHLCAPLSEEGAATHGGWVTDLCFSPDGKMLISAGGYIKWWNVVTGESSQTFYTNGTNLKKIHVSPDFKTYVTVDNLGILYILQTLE
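Material: reconstituted apoptosome with Apaf-1, cytochrome c, caspase-9, procaspase-3, dATP; medium: pH 7.5 Hepes buffer with CHAPS, BSA, DTT; also added: cytochrome c and DEVD-Rh110 substrate; timing: 30 min plus 50 min, RT; signal: Rh110 fluorescence intensity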
NLRP3 yeast inh: inhibitors of NALP3 inflammasome in yeast; inhibition, % at 10 µM; Yeast reconstituted NLRP3/ASC/caspase-1, beta-gal luminescence, 24 h; hit rate 0.39% among 330,000; AID 2825;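 active means inhibition of 50% or more; inactive means inhibition below 50%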;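 further: plate controls were induced DMSO wells for no effect and uninduced yeast grown without galactose for full effect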
hIAP block: blocks human intestinal alkaline phosphatase; P09923; purified IAP, CDP-Star luminescence, 30 min; inhibition, % at 10 µM; hit rate 0.12% among 330,000;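 active means inhibition reaching a set limit with compound at 10 µM in the primary screen, cut at about 35% in these data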;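 further: plate controls were DMSO wells with enzyme for no effect and no-enzyme buffer wells for full effect; values of inactives mirror those of a sister screen read the other way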
mIAP inh: blocks mouse intestinal alkaline phosphatase; purified mouse IAP, CDP-Star luminescence, 30 min; inhibition, % at 10 µM; hit rate 0.2% among 330,000; AID 2806;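 active means inhibition of at least 40% at 10 µM in the primary screen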;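 further: plate controls were DMSO with enzyme for no effect and no enzyme wells for full effect; values of inactives mirror those of a sister screen read the other way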
ATG4B inh: inhibitors of human ATG4B cysteine protease; hit rate 0.51% among 340,000; AID 504462; ATG4B cleavage of LC3-PLA2, NBD-HPC fluorescence, 1 h; Q9Y4P1; inhibition, % at 8.33 µM; in the data active means inhibition above about 40%
An asterisk follows results filed as active.

nr | molecule | hIAP activ | mIAP activ | TIM10 inh | tim10-1 inh | Apaf-1 inh | NLRP3 yeast inh | hIAP block | mIAP inh | ATG4B inh
1 | CCC(=O)N1CCC2(CC1)Oc1ccc(Cl)cc1C(=O)C21CC(c2cccnc2)=NO1 (stereo not given) | 1 | 1.1 | -10 | 1 | 6 | 13 | 0 | -7 | -10
2 | C=CCn1c(SCC(=O)Nc2cc(C)on2)nc2sc(C)c(C)c2c1=O | 0.86 | 1 | 6 | 10 | -6 | -2 | 14 | -3 | 1
3 | CCOC(=O)c1cc(-c2cccs2)nc2c1c(C)nn2-c1ccccn1 | 1.1 | 0.88 | 32 | 52* | 31 | 20 | -10 | 12 | -30
4 | C#CCSc1nnnn1-c1cccc(Cl)c1 | 1.2 | 0.89 | 49* | 4 | -2 | 14 | -22 | 11 | -6
5 | COc1ccc(S(=O)(=O)N2CCOC2CNC(=O)C(=O)NCCCN2CCOCC2)cc1C (stereo not given) | 0.91 | 0.96 | 3 | -3 | 3 | 18 | 9 | 4 | 0
6 | CCCc1cc(=O)[nH]c(SCC(=O)N2CCN(S(=O)(=O)c3ccc(C)cc3)C2)n1 | 1.2 | 1.1 | 0 | -2 | 0 | 14 | -21 | -12 | -4
7 | O=c1c(=O)n(O)c2ccccc2n1O | 0.91 | 0.9 | 3 | -6 | -4 | -2 | 10 | 10 | -7
8 | O=c1[nH]c(SCc2ccc(F)cc2)nc2c1cnn2-c1ccc(F)cc1 | 0.78 | 0.94 | -10 | 8 | 6 | 7 | 22 | 6 | -4
9 | O=C(NCc1ccc(F)cc1)C1CCN(S(=O)(=O)N2CCCC2)CC1 | 0.88 | 1 | 0 | 9 | -4 | 8 | 12 | -1 | -2
10 | S=c1[nH]nc(C2CCCCC2)n1/N=C/c1ccccc1Cl | 1.1 | 1 | 27 | 58* | 11 | 23 | -6 | -2 | 24
11 | CCCC(=O)C1=C(SCC)CC(C)(C)C(C(=O)OC)C1=O (stereo not given) | 1.1 | 0.94 | -1 | -5 | -20 | 8 | -7 | 6 | 9
12 | Cc1ccc(S(=O)(=O)N2CCC(C(=O)NNC(=O)c3ccc(F)cc3)CC2)cc1 | 1.3 | 0.98 | 0 | -8 | -4 | 1 | -35 | 2 | -12
13 | COc1ccc(Cn2nnnc2CN2CCc3ccccc3C2)cc1 | 1.1 | 1 | 5 | 17 | 19 | 14 | -13 | -5 | -7
14 | CCOc1[nH]c(/N=C/c2ccco2)c(C#N)c1C#N | 1.1 | 0.84 | -2 | -15 | -8 | -6 | -9 | 16 | 4
15 | c1ccc(CC(Nc2ccccn2)c2ccccc2)cc1 (stereo not given) | 0.92 | 1 | 38 | 35 | 9 | 20 | 8 | -4 | 23
16 | C/C(CC(=O)NCc1ccc(F)cc1)=N\NC(N)=S | 1 | 1.1 | -9 | -7 | 1 | 18 | -2 | -9 | 7
17 | CCOc1cccc(CN2CCCC(C(=O)c3cc(Cl)ccc3OC)C2)c1O (stereo not given) | 0.89 | 0.93 | 10 | 28 | 16 | 15 | 11 | 7 | 3
18 | COc1ccccc1C(=O)Nc1cc(Cl)ccc1-n1cncn1 | 0.92 | 0.94 | 15 | 31 | 16 | 21 | 8 | 6 | -1
19 | Cc1ccccc1N(CC(=O)N1CCN(c2ccccc2)CC1)S(C)(=O)=O | 0.89 | 1 | 2 | 18 | 5 | 6 | 11 | -2 | -9
20 | CC(C)C/C(O)=C/c1nc2cc(Cl)ccc2oc1=O | 1.1 | 0.75 | 17 | -7 | 3 | 29 | -9 | 25 | -9

The last 5 compounds of the part before are carried over, then new ones follow.
nr | molecule | hIAP activ | mIAP activ | TIM10 inh | tim10-1 inh | Apaf-1 inh | NLRP3 yeast inh | hIAP block | mIAP inh | ATG4B inh
16 | C/C(CC(=O)NCc1ccc(F)cc1)=N\NC(N)=S | 1 | 1.1 | -9 | -7 | 1 | 18 | -2 | -9 | 7
17 | CCOc1cccc(CN2CCCC(C(=O)c3cc(Cl)ccc3OC)C2)c1O (stereo not given) | 0.89 | 0.93 | 10 | 28 | 16 | 15 | 11 | 7 | 3
18 | COc1ccccc1C(=O)Nc1cc(Cl)ccc1-n1cncn1 | 0.92 | 0.94 | 15 | 31 | 16 | 21 | 8 | 6 | -1
19 | Cc1ccccc1N(CC(=O)N1CCN(c2ccccc2)CC1)S(C)(=O)=O | 0.89 | 1 | 2 | 18 | 5 | 6 | 11 | -2 | -9
20 | CC(C)C/C(O)=C/c1nc2cc(Cl)ccc2oc1=O | 1.1 | 0.75 | 17 | -7 | 3 | 29 | -9 | 25 | -9
21 | COc1ccc(C(CC(=O)O)NC(=O)c2cc3cc(Br)ccc3oc2=O)cc1OC (stereo not given) | 1 | 1 | -3 | 21 | 21 | 14 | -5 | -4 | -3
22 | COc1ccc(CCNC(=O)c2ccccc2NC(=O)C2=C(C)OCCS2)cc1OC | 1.1 | 1 | -1 | 7 | 19 | 4 | -9 | -4 | 0
23 | CCOC(=O)c1cnc(SCC(=O)N2CCOCC2)nc1N | 1 | 0.96 | 1 | -1 | 7 | -3 | -4 | 4 | 4
24 | CN(c1ccccc1)S(=O)(=O)c1ccc(C(=O)Nc2nnc(C3=COCCO3)o2)cc1 | 0.9 | 0.99 | 3 | 19 | 6 | 5 | 10 | 1 | 4
25 | Cc1ncoc1C(=O)Nc1nccs1 | 0.84 | 1 | -2 | 11 | -12 | 7 | 16 | 0 | -3
26 | Cc1ccc(NC(=O)COc2cccc(C)c2C)cc1S(=O)(=O)N1CCCCCC1 | 0.97 | 1.6 | 4 | 12 | 17 | 27 | 2 | -60 | 8
27 | O=C(OCC(=O)N1CCN(c2ccccc2)CC1)c1ccc[n+]([O-])c1 | 0.86 | 0.91 | 8 | -7 | -11 | -13 | 14 | 9 | 14
28 | CN(C)CC1(c2ccccc2)CCCC1 | 0.95 | 0.94 | -20 | 9 | 2 | -3 | 5 | 6 | 3
29 | COc1ccc(CN(Cc2ccccn2)C(=O)CN2C(=O)COc3ccccc32)cc1 | 0.95 | 0.98 | 14 | 26 | -16 | 2 | 5 | 2 | -12
30 | Cc1ccc(NC(=O)c2sc(Cl)nc2-c2ccccc2)cc1 | 1 | 1 | -7 | 4 | 20 | 14 | -5 | -2 | 0
31 | O=c1c(Cc2ccccc2)c(O)ccn1Cc1ccco1 | 0.9 | 1 | -5 | -2 | -7 | 24 | 10 | -4 | -1
32 | CCCOc1ccc(CNC(=O)C2CCN(c3nnc(N4CCCC4=O)s3)CC2)cc1 | 1.1 | 0.87 | -2 | -10 | 3 | -6 | -6 | 13 | -5
33 | Cc1ccc(-c2nn(-c3ccc(F)cc3)cc2C(=O)NCCCN2CCCC2=O)cc1 | 1.1 | 1 | 7 | 25 | 9 | 1 | -7 | -4 | -9
34 | Cc1ccc(S(=O)(=O)N2CCOCC2)cc1NC(=O)CSc1nc(N)cc(N)n1 | 1 | 1.1 | 7 | 6 | 0 | 5 | -3 | -6 | 0
35 | O=C(CNC(=O)c1ccc(Br)cc1)c1ccccc1 | 0.9 | 1 | -20 | 2 | 0 | 32 | 10 | -4 | 3
36 | COc1ccc(S(=O)(=O)N2CCCC(C(=O)Nc3ccc4c(c3)OCCO4)C2)cc1 (stereo not given) | 0.96 | 1.2 | 14 | 16 | 3 | 9 | 4 | -16 | -12
37 | O=C(CN1CCOCC1)Nc1ccc(Cl)cn1 | 0.82 | 0.97 | -2 | -1 | -9 | 16 | 18 | 3 | 0
38 | CC1(C)CC(NC(=O)COc2ccc(Br)cc2Cl)CC(C)(C)N1 | 1 | 0.98 | -6 | -17 | -4 | 12 | -2 | 2 | -7
39 | CN1CCN(C(=O)CCC(=O)c2ccc(F)cc2)CC1 | 1 | 1 | 3 | -9 | 6 | -10 | -3 | -2 | -7
40 | O=C(Cn1cc(C(F)(F)F)ccc1=O)N1CCN(S(=O)(=O)c2ccccc2)CC1 | 0.96 | 0.87 | -3 | 8 | 0 | 26 | 4 | 13 | -7

Filtered by structure, those above containing a furan ring, fused or not (2)
nr | molecule | hIAP activ | mIAP activ | TIM10 inh | tim10-1 inh | Apaf-1 inh | NLRP3 yeast inh | hIAP block | mIAP inh | ATG4B inh
14 | CCOc1[nH]c(/N=C/c2ccco2)c(C#N)c1C#N | 1.1 | 0.84 | -2 | -15 | -8 | -6 | -9 | 16 | 4
31 | O=c1c(Cc2ccccc2)c(O)ccn1Cc1ccco1 | 0.9 | 1 | -5 | -2 | -7 | 24 | 10 | -4 | -1

(more compounds)
nr | molecule | hIAP activ | mIAP activ | TIM10 inh | tim10-1 inh | Apaf-1 inh | NLRP3 yeast inh | hIAP block | mIAP inh | ATG4B inh
41 | O=C(COC(=O)COc1ccc(Cl)cc1Cl)NC1CCS(=O)(=O)C1 (stereo not given) | 1 | 0.89 | -10 | -15 | -5 | 20 | 0 | 11 | -12
42 | COc1cc(OC)cc(C(=O)Nc2ccc3c(c2)CCCN3C(=O)c2cccs2)c1 | 1.1 | 1.1 | 4 | 17 | 15 | 12 | -10 | -9 | -6
43 | Cc1cc(C)c(C#N)c(SCC(=O)Nc2nonc2N)n1 | 1.1 | 0.97 | -9 | 24 | 64* | 16 | -9 | 3 | 0
44 | Cc1nnc(SCc2nc3ccccc3s2)n1N | 1 | 0.96 | 9 | 8 | -4 | 5 | -1 | 4 | -2
45 | CC1=CCC2C(=O)N(c3ccc(N4CCOCC4)cc3)C(=O)C2C1 (stereo not given) | 0.97 | 1.1 | -18 | -18 | 0 | 28 | 3 | -11 | -9
46 | C=CCn1c(-c2sccc2C)n[nH]c1=S | 1 | 1 | -21 | 13 | 14 | 3 | -1 | 0 | 3
47 | COc1ccc(CN(C)C(=O)CNC(=O)CNC(=O)c2ccc(Cl)cc2Cl)cc1F | 1.1 | 1.1 | -7 | 18 | 1 | -1 | -9 | -9 | -7
48 | COc1cccc2c1Oc1ncccc1N(C(=O)CCC(=O)NCc1ccccc1Cl)C2 | 0.85 | 0.99 | 18 | -3 | 8 | 4 | 15 | 1 | 5
49 | CC1=CC(C)(C)N(C(=O)CSc2nnc(N)s2)c2ccccc21 | 0.88 | 0.91 | 8 | 10 | 6 | 13 | 12 | 9 | -10
50 | O=c1c2ccccc2[nH]c(=S)n1CCN1CCc2ccccc2C1 | 1.1 | 0.92 | 17 | 14 | -12 | 17 | -8 | 8 | 11
51 | CCN(CC)c1ccc(C(=O)NNC(=O)CCc2nc3ccccc3c(=O)[nH]2)cc1 | 1.2 | 0.92 | -2 | 10 | 17 | 9 | -21 | 8 | -3
52 | COc1ccccc1C1=Nn2c(nnc2C2CCCCC2)SC1 | 0.94 | 0.99 | -3 | 44* | 14 | 4 | 6 | 1 | -8
53 | Cc1ccc(NC(=O)CN(C)C(=O)C(Sc2ccccc2)c2ccccc2)cc1 (stereo not given) | 0.81 | 1.4 | 13 | 18 | 13 | 5 | 19 | -41 | -55
54 | O=C(Nc1ccc(C(=O)Oc2ccccc2)c(O)c1)c1ccccc1 | 0.85 | 1 | -3 | -12 | 7 | 22 | 15 | -2 | 7
55 | O=C(Cn1cnc([N+](=O)[O-])c1)NC1CCCC1 | 1.1 | 1 | 22 | 6 | 11 | 15 | -13 | -2 | 2
56 | CC(C)C(=O)Nc1ccc(C(=O)Nc2ccc(Br)cc2F)cc1 | 0.91 | 0.95 | 25 | 1 | -5 | 18 | 9 | 4 | -5
57 | CC(=O)Nc1ccc(Oc2cc(C#N)c(C#N)cc2N2CCCCCC2)cc1 | 1.1 | 0.98 | -6 | 22 | 19 | -7 | -7 | 2 | -10
